Peg3 promoter: Peg3 promoter-driven luciferase inhibitors, primary screen, cell-based, HeLa, luciferase luminescence; AID 588405, 2011; actives 1.7% (n = 360,000); inhibition, % at 20 µM; HeLa PEG-Prom luciferase reporter, overnight;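 active means inhibition of at least 50% at 20 µM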
TRPM1 prom inh: inhibitors of MITF-dependent TRPM1 promoter reporter, primary screen, cell-based, SK-MEL-5, single point, luciferase; actives 0.83% (n = 330,000); SK-MEL-5 TRPM1 promoter luciferase, 24 h; inhibition, % at 12.5 µM;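 active means mean inhibition across replicates of 60% or more, whatever share of single replicates reaches that level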; further: values of inactives mirror those of a sister screen read the other way
KKLEB tox: cytotoxicity in KKLEB CF airway cells, primary screen, cytotoxicity control for CF NF-kB inhibitor project, cell-based, uHTS, fluorescence assay plates; activity change (cytotoxicity), % at 5 µM; AID 602141, 2011; actives 0.36% (n = 360,000); KKLEB CF airway cells viability, ATPlite luminescence, overnight; hits give low values; cells stimulated with P. aeruginosa culture filtrate;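 active means corrected activity change at or below -50% at 5 µM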
HIF-2a block: HIF-2a reporter inhibitors, primary screen, luminescence, 786-0 RCC cells; AID 624352, 2012; actives 0.72% (n = 360,000); 786-0 RCC cells HIF-2a reporter, luciferase luminescence, overnight; inhibition, % at 18.8 µM;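 active means inhibition of the luminescence signal of 40% or more relative to plate controls, in a single-dose primary screen at 18.75 µM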
NR2E3 ag-1: inhibitors of NR2E3-RetCOR corepressor binding, primary screen, NR2E3 agonist project, biochemical, TR-FRET, GST-NR2E3, biotin-RetCOR; 1536-well; inhibition of corepressor binding, % at 4.78 µM; AID 2300, 2010; actives 0.12% (n = 320,000); Photoreceptor-specific nuclear receptor (Homo sapiens), Q9Y5X4;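 active means percent inhibition above the cutoff of mean plus 3 SD of all tested compounds, set per screening campaign, cut at about 20% in these data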;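 further: 0% = DMSO wells and 100% = biotin wells as full block of FRET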
Target sequence (Q9Y5X4 whole entry, looked up): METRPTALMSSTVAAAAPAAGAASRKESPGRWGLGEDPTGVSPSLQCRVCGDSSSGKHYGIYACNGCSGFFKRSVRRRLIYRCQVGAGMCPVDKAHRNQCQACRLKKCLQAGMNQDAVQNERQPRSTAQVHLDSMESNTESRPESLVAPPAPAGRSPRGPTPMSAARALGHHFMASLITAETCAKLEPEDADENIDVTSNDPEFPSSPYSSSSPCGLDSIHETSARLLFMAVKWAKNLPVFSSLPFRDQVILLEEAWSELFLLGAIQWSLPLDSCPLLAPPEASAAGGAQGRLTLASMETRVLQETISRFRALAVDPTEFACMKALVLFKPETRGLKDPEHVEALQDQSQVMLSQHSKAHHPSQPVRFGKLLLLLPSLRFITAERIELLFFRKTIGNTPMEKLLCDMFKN
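System: GST-tagged NR2E3 plus biotinylated RetCOR corepressor; Amount: 1.35 nM GST-tagged NR2E3 final; Dosing: single nominal compound dose of 4.8 µM; Schedule: 5 h incubation at 4 °C; Technique: TR-FRET with europium anti-GST and streptavidin-D2, 340 nm excitation; Controls: biotin wells as high control, 0.6% DMSO wells as low control.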
NR2E3 ag-2: NR2E3 agonists in two-hybrid cells, primary screen, cell-based, luminescence, CHO-S, Gal4-NCOR/VP16-NR2E3; inhibition of corepressor binding, % at 3.98 µM; luciferase; Photoreceptor-specific nuclear receptor (Homo sapiens), Q9Y5X4; AID 602229, 2012; actives 0.35% (n = 360,000);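 active means inhibition above the mean of all tested compounds plus 3 SD, cut at about 70% in these data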;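 further: 0% = DMSO with NR2E3 transfected cells and 100% = cells lacking NR2E3 construct; higher means lower luciferase signal from less NR2E3 corepressor binding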
CF NFkB inh: inhibitors of PAF-induced NF-kB signaling, primary screen, cell-based, GFP fluorescence, uHTS. KKLEB NF-kB-GFP reporter, GFP fluorescence overnight. inhibition, % at 5 µM. actives 0.86% (n = 360,000);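 active means at least 50% inhibition at 5 µM, scaled per plate between neutral and stimulator controls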;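 further: PAF is a Pseudomonas aeruginosa culture filtrate used as stimulus; plate controls were PAF-stimulated DMSO wells for no effect and unstimulated DMSO wells for full effect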
Shn3 inh set2: reduction of Shn3 3'UTR firefly luciferase signal, primary screen, Schnurri-3 inhibitor project, cell-based, Clone20 osteoblasts, set 2; actives 0.52% (n = 360,000); AID 588674, 2011; Clone20 osteoblast Shn3 3'UTR firefly luciferase, 24 h; inhibition, % at 12.5 µM;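 active means mean inhibition of at least 75% with every replicate also reaching 75%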;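 further: 0% = median of neutral control wells and 100% = pilot-screen positive control compound; some compounds past the cut are filed as inactive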
PDI turbidity: inhibitors of human PDI, primary screen, biochemical, turbidity, single point, plate reader | Protein disulfide-isomerase (Homo sapiens), P07237 | PDI insulin aggregation turbidity, A650, 90 min | inhibition, % at 10 µM | actives 0.052% (n = 350,000);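 active means mean inhibition across replicates of 30% or more, whatever share of single replicates reach that level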;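 further: absorbance from insulin aggregation driven by PDI reduction with DTT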
Target sequence (P07237 whole entry, looked up): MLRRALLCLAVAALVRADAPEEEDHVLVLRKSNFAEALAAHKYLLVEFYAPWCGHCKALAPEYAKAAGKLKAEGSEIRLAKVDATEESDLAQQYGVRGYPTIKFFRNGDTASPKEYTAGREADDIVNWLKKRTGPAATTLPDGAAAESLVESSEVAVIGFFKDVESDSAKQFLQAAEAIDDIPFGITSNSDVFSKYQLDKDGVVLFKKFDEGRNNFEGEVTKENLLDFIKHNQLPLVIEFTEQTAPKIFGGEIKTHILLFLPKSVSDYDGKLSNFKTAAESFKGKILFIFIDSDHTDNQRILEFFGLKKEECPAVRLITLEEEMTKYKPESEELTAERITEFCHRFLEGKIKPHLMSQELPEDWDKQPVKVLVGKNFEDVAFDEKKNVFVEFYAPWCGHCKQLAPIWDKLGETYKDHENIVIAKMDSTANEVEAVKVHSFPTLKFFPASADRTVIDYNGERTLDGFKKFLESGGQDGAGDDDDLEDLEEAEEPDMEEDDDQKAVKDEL
CaV13 ICDI inh: Disruptors of the CACNA1D IQ motif to Ca2+-dependent inactivation inhibitor domain association, primary screening, Förster resonance energy transfer in intact living …; HEK cells, CFP/YFP FRET ICDI-IQ, plate reader, 10 min; percent FRET-ratio fall versus neutral wells; inhibition, % at 12.3 µM; actives 0.098% (n = 340,000); AID 743397;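 active means mean replicate inhibition of at least 30% and at least 1% of replicates passing that level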;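 further: 0% = median of the neutral control wells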
Vif inh: HIV Vif self-association inhibitors, primary screen, imaging, HEK293T, single point; actives 0.35% (n = 340,000); AID 602346, 2012; inhibition, % at 7.49 µM; HEK293T cells, Vif self-association by quenched fluorescence, 24 h; in the data active means inhibition above about 50%, passing the limit was not always enough; further: some results filed as inactive read as strong as hits
The depositor's hits bear a star; x = no result given.

entry	Structure	Peg3 promoter	TRPM1 prom inh	KKLEB tox	HIF-2a block	NR2E3 ag-1	NR2E3 ag-2	CF NFkB inh	Shn3 inh set2	PDI turbidity	CaV13 ICDI inh	Vif inh
1	CCCCOc1nc(N2CCOCC2)nc(C)c1[N+](=O)[O-]	14	-2	-11	21	0	0	14	13	-5	-5	-24
2	O=C1C2C3C=CC(C3)C2C(=O)N1c1ccc2c(c1)OCO2 (stereo not drawn)	-8	1	9	-13	0	0	0	-8	2	x	0
3	CC1=C(C(N)=O)C(c2ccc(Cl)c(Cl)c2)n2ncnc2N1 (stereo not drawn)	-3	-1	7	14	-2	-38	12	2	-5	-3	3
4	CCN1C(=O)N[C@@H](c2ccccc2)[C@@H](C(=O)OC)[C@H]1C	-9	-2	-17	0	5	-12	13	-23	-5	-3	-2
5	O=C1CC[C@@H](C(=O)O)N1	11	10	-10	0	-1	-6	-16	-7	-6	-4	2
6	O=C(NCc1ccccc1)N[C@@H](Cc1c[nH]c2ccccc12)C(=O)O	15	6	5	12	1	-6	-5	15	2	-4	9
7	O=C(CCc1ccccc1)NCc1ccccc1	-39	17	16	-21	2	3	-7	-14	1	-5	3
8	C/C(=N\NC(=O)c1nn(C)cc1Br)c1ccc(NC(=O)c2ccncc2)cc1	0	17	5	-20	1	-77	4	4	-8	-5	0
9	CNC(=O)C[C@H]1C(=O)N(c2ccc(OC)cc2)C[C@@H]1CSC	1	x	4	3	x	-26	-4	-24	0	-4	-3
10	COc1ccccc1NC(=O)c1ccc(NC(=O)COC(=O)C2(C)CC2(Cl)Cl)cc1 (stereo not drawn)	23	15	-7	8	2	-5	-2	-30	4	-3	-31
11	O=C(/C=C/c1ccc2c(c1)OCO2)Nc1nc2ccccc2s1	-153	-37	-16	-148	-1	-53	0	-29	-7	-5	4
12	C/C(=N\NC(=O)C1(C)CC1(Br)Br)c1ccc(NC(=O)C2CCC2)cc1 (stereo not drawn)	23	7	-20	-6	-1	-24	1	-6	7	-3	-3
13	CCOC(=O)[C@H]1[C@H]2COc3ccc(OC)cc3[C@@H]2N2C(=O)CN(Cc3ccccc3)C(=O)[C@@]12C	7	2	2	6	1	-18	2	-14	1	-4	-1
14	CC(OC(=O)c1ccc(-n2cnnn2)cc1)C(=O)N(C)c1ccccc1 (stereo not drawn)	8	-11	-5	8	x	-15	13	-12	-12	-6	-2
15	CCNC(=O)c1cccc(NC(=O)C2CC(=O)N(CCc3ccccc3)C2)c1 (stereo not drawn)	9	-3	10	-1	0	-5	-9	-9	-6	-4	-6
16	O=C(c1ccccc1)N1CCCCC(S(=O)(=O)c2ccccc2)C1=O (stereo not drawn)	5	-6	-2	0	2	-21	16	-20	4	-8	3
17	Cc1cccc(NC(=O)c2nc[nH]c2C(=O)N2CCc3ccccc3C2)c1	-3	7	6	-2	0	-6	-46	12	13	-5	-19
18	CC(OC(=O)C1CCN(S(=O)(=O)c2ccc3c(c2)OCCO3)CC1)C(=O)N(C)c1ccccc1 (stereo not drawn)	10	3	-12	6	2	-3	6	27	6	-5	-3
19	COc1ccc(C(=O)N2CCC(O)(c3ccc(F)cc3)CC2)cc1OC	4	0	8	6	-2	2	0	0	1	-2	30
20	COc1cc(/C=C2/C(=O)NN(c3cccc(Cl)c3)C2=O)cc(OC)c1O	11	8	-17	23	1	0	-19	-9	-1	0	1
21	C[C@H](CO)N1C[C@H](C)[C@H](CN(C)C(=O)CCC(F)(F)F)OCc2cnnn2CCCC1=O	-3	x	13	12	x	-14	-22	-14	-1	-5	5
22	O=C(O)/C=C/C(=O)NCCC(c1ccccc1)c1ccccc1	5	-13	12	9	2	-6	-26	-7	1	-5	-6
23	Cc1cc(NCCCN2CCOCC2)n2nc(C)c(-c3ccccc3)c2n1	0	-9	-12	-27	-2	-7	13	11	-13	-3	-11
24	COc1cc(-n2ccnc2SC)c(Cl)cc1Cl	11	1	-3	19	-3	-43	4	-4	-3	-5	-4
25	CCC(=O)Nc1ccccc1N1CCN(c2ccc(F)cc2)CC1	11	5	7	-9	1	6	5	8	2	-21	-5
26	CC(C)(C)OC(=O)N/N=C/c1ccc(N2CCOCC2)s1	-82	-26	7	-126	-7	-30	-17	-66	-2	-20	5
27	COC(=O)c1ccccc1NC(=O)NCC1CCCO1 (stereo not drawn)	19	6	12	8	3	-16	5	-11	-1	-6	9
28	COc1cccc(NC(=O)Nc2nnc(CC(=O)NCc3ccccc3)s2)c1	8	-11	-2	12	4	-23	61*	9	2	-2	-5
29	CC(Oc1cc2oc(=O)cc(-c3ccccc3)c2cc1Cl)C(=O)NCC1CCC(C(=O)O)CC1 (stereo not drawn)	4	-4	4	3	3	-6	12	28	x	x	16
30	CCOc1ccc(N(CC(=O)Nc2ccc(Cl)cc2)S(C)(=O)=O)cc1	-56	x	7	-104	x	-20	-35	7	1	-5	11
31	COc1ccccc1CNCCS(=O)(=O)NCc1ccccc1OC	6	2	-7	11	x	-35	-16	11	-3	-6	-10
32	O=C(CCCCCn1c(=S)[nH]c2ccc(N3CCOCC3)cc2c1=O)NCCc1ccccc1	0	-5	11	-5	-1	-25	1	-1	5	-2	16
33	Cc1ncc(CSc2nnnn2-c2ccccc2)c(N)n1	13	8	-11	9	0	-11	-4	-1	-1	-7	5
34	CN(CC1COc2ccccc2O1)C(=O)CSc1nncs1 (stereo not drawn)	-20	-3	-6	-9	x	7	30	-3	-4	-7	3
35	Clc1ccc(Sc2cc(Cl)c(-c3ccccc3)nn2)cc1	27	13	-3	5	0	-23	23	12	-6	x	-10
36	Cc1cn([C@H]2C[C@H](O)[C@@H](/C=C/C(=O)N3CCN(Cc4ccc(F)cc4)CC3)O2)c(=O)[nH]c1=O	-10	x	5	7	x	-10	-7	-4	x	-4	1
37	Cc1ccccc1CN1CCN(CC(=O)NCc2ccco2)C1=O	16	2	15	22	2	7	2	9	-12	0	-10
38	CC1=C(C(=O)Nc2ccc(C(=O)NCCCN3CCCCC3)cc2)SCCO1	6	-2	-2	-4	1	-6	8	14	2	-15	8
39	COc1ccc(CN(Cc2cccn2C)S(=O)(=O)c2ccc(F)cc2)cc1	20	0	-20	13	0	-44	11	x	6	-5	6
40	NC(=O)Nc1ccc(C(=O)OCC(=O)NC2CCCCC2)cc1	0	-3	0	13	0	-7	1	-15	1	9	-2
41	C=CCn1c(SCC(=O)N(C)c2c(N)n(Cc3ccccc3)c(=O)[nH]c2=O)nnc1-c1ccccc1OC	-3	2	11	14	-2	34	10	3	3	x	-5
42	O=C(CSc1nnc(-c2cccs2)n1-c1ccccc1)NCc1ccco1	14	3	0	16	-5	14	-14	-17	8	-5	16
43	O=C(/C=C/c1ccc(F)cc1)NC(=S)NNC(=O)c1cccnc1	9	14	6	-4	-1	-36	1	-12	1	-19	-5
44	CC(=O)C1=C(C)NC(=O)CC1c1ccccc1Cl (stereo not drawn)	8	-3	14	13	3	-18	1	2	17	-3	-3
45	CCC(=O)c1ccccc1OCCCN1C(=O)NC(C)(C)C1=O	13	-3	12	0	2	1	-6	6	15	-5	-5
46	C[C@@H]1ON(C)[C@H]2C[C@H]3c4[nH]c5ccc(-c6ccc7c(c6)OCO7)cc5c4CCN3C[C@@H]12	-53	x	6	-105	x	-21	0	-35	-1	-6	2
47	CCOc1cc(C(N)=O)cc(Br)c1OCc1ccccc1	3	2	5	17	-7	-19	18	6	6	-7	-2
48	Cc1cc(NC(=O)c2ccc(Cl)cc2)cc(C)c1OCC(=O)N1CCOCC1	-170	-34	11	-151	5	-79	13	-29	2	-3	5
49	CN(CC(=O)Nc1cccc(F)c1)C(=O)Cc1n[nH]c(=O)c2ccccc12	-3	-5	19	8	-1	-10	-13	6	-3	-2	23
50	O=S(=O)(c1ccc(Br)s1)N1CCN(CCOc2ccccc2)CC1	18	5	-8	1	0	-22	6	12	-3	-2	-11
51	CCOC(=O)C1=C(CNCc2ccc(C)cc2)NC(=O)NC1c1ccc(OC)cc1 (stereo not drawn)	17	3	4	9	-1	-41	9	11	-10	-6	-4

Record cards (already shown). Order of screens: Peg3 promoter	TRPM1 prom inh	KKLEB tox	HIF-2a block	NR2E3 ag-1	NR2E3 ag-2	CF NFkB inh	Shn3 inh set2	PDI turbidity	CaV13 ICDI inh	Vif inh
COc1ccc(C(=O)N2CCC(O)(c3ccc(F)cc3)CC2)cc1OC is entered as 4	0	8	6	-2	2	0	0	1	-2	30
O=C1C2C3C=CC(C3)C2C(=O)N1c1ccc2c(c1)OCO2 (stereo not drawn) is entered as -8	1	9	-13	0	0	0	-8	2	x	0
